GDH-TPI counter = inhibits GDH-TPI coupling enzymes, artifact for Mtb FBA screen | GDH-TPI coupled enzyme counterscreen, NADH absorbance | inhibition, % at 4.8 µM | 360,000 tested, 1.2% active | AID 588335;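 further: 0% = DMSO wells and 100% = wells lacking the enzyme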
BoNT-F LC inh = blocks Botulinum neurotoxin F light chain protease; AID 588497; 360,000 tested, 0.22% active; Multiplex microsphere protease cleavage assay, flow cytometry; inhibition, % at 10 µM; in the data active means inhibition above about 35%, passing the limit was not always enough; inconclusive means no clear call, values can overlap the other calls; further: plate controls were buffer without enzyme for full effect and enzyme alone for no effect
Mtb FBA inh = inhibitors of M. tuberculosis fructose-bisphosphate aldolase | P9WQA3 | purified M. tuberculosis FBA, fluorescence read-out | inhibition, % at 1 µM | 360,000 tested, 2.3% active | AID 588726; in the data active means inhibition above about 27%;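 further: 0% = vehicle and 100% = reference inhibitor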
Target sequence (P9WQA3 whole entry, looked up): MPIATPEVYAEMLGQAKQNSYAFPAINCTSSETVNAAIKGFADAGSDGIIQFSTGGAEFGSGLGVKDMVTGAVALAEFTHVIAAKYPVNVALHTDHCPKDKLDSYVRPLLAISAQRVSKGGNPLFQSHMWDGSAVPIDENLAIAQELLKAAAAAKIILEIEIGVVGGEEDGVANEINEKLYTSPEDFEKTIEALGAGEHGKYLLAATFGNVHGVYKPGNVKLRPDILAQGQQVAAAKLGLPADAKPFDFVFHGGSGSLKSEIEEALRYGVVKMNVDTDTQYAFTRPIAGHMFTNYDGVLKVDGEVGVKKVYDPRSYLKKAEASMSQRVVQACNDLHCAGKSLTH
BoNT-A LC inh2 = BoNT A light chain protease inhibition; multiplex microsphere protease substrate cleavage, flow cytometry; inhibition, % at 10 µM; 360,000 tested, 0.17% active; AID 588499; in the data active means inhibition above about 30%; inconclusive means no clear call, values can overlap the other calls; further: plate controls were buffer without enzyme for full effect and enzyme alone for no effect
BioA inh = BioA (M. tuberculosis) enzyme inhibition; inhibition, % at 9.99 µM; 360,000 tested, 0.096% active; purified M. tuberculosis BioA enzyme, plate reader; AID 602481; in the data active means inhibition above about 40%; inconclusive means no clear call, values can overlap the other calls
FadD28 FP inh = M. tuberculosis FadD28 bisubstrate binding inhibition | 360,000 tested, 0.22% active | inhibition, % at 12.5 µM | AID 588549 | FadD28 bisubstrate probe binding, fluorescence polarization; in the data active means inhibition above about 8.5%, passing the limit was not always enough; inconclusive means no clear call, values can overlap the other calls
Mtb UGM inh = Mtb UDP-galactopyranose mutase inhibition. purified UGM, fluorescence polarization probe displacement. 320,000 tested, 0.06% active. inhibition, % at 10 µM; in the data active means inhibition above about 10%, passing the limit was not always enough; inconclusive means no clear call, values can overlap the other calls
Target sequence (P9WIQ1 whole entry, looked up): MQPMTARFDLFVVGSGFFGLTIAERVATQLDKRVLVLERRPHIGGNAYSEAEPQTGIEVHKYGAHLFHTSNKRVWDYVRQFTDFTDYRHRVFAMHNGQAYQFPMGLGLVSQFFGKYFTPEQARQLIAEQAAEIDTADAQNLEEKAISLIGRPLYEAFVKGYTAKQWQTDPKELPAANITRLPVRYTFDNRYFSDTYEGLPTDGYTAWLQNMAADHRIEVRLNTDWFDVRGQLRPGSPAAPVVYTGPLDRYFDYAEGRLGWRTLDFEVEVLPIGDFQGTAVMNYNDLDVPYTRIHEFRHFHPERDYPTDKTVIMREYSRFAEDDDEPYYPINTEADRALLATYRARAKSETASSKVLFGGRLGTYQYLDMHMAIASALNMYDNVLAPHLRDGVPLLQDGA
PrPC surface inh = inhibitors of human cell surface prion protein PrPC. TR-FRET read-out. inhibition, % at 13.8 µM. P04156. 370,000 tested, 0.43% active; in the data active means inhibition above about 24%; further: 0% = median of the test wells and 100% = reference compound wells
CCHFV vOTU inh = CCHFV vOTU protease inhibition | Pep-AMC fluorescence | 370,000 tested, 0.55% active | inhibition, % at 11.5 µM; further: 0% = vehicle wells with enzyme and 100% = no enzyme wells
An asterisk follows results filed as active; ? = inconclusive; · = no result given. Unless noted, no stated cut-off is given here; in the data, active means inhibition above about 30%; inactive means the rest.

SMILES	GDH-TPI counter	BoNT-F LC inh	Mtb FBA inh	BoNT-A LC inh2	BioA inh	FadD28 FP inh	Mtb UGM inh	PrPC surface inh	CCHFV vOTU inh
CC1CCN(C(=S)c2ccc3c(c2)OCO3)CC1	5	-1	-1	-0.5	·	-3.0	1.3	6	-8
CN(C)CCNC(=O)C(C(=O)c1ccccc1)n1ccccc1=O (configuration not stated)	-3	-3	1	-0.8	0.7	-1.5	1.3	-3	-5
CCOCCCNC(=O)c1cc2cc3cc(OC)ccc3nc2o1	2	23	110*	4.9	0.2	-3.5	0.7	-30	-95
CCOC(=O)C1CCCN(c2c(NCCN(CC)c3ccccc3)c(=O)c2=O)C1 (configuration not stated)	-1	4	-1	-0.6	0.9	0.5	-1.4	-3	2
Cc1ccc(CN2CCNC(=O)C2CC(=O)N(C)C2CCCCC2)o1 (configuration not stated)	5	1	-1	-0.8	·	2.8	-3.4	0	1
COc1ccc([N+](=O)[O-])c(OC)c1C(=O)NC(=O)Nc1c(C)cccc1C	5	1	5	-1.2	-0.4	0.2	-0.3	-13	13
Cc1ccccc1NCc1nnc2n1CCCCC2	0	0	-2	-0.2	·	0.0	-0.2	4	-8
CCCCCN1C(=O)c2cc(OC)ccc2[C@@]2(C(=O)OCC)Cc3cc(Cl)ccc3[C@@H]12	·	-7	·	-0.8	·	·	·	33*	8
O=C(CS(=O)(=O)c1ccccc1)Nc1nnc(Cc2ccccc2)s1	1	8	-1	1.9	-1.7	-2.4	2.9	5	12
CSc1nnc2c3ccccc3c3ccccc3c2n1	-1	-3	0	3.1	-1.8	-1.7	·	1	-2
COc1ccc(OC)c(C2NC(=O)CCC2[N+](=O)[O-])c1 (configuration not stated)	-4	-2	-2	-3.1	-1.3	-0.9	1.0	4	-3
CC(C)Cc1cc(C(=O)Nc2sc3c(c2C#N)CCCC3)no1	17	-4	-3	0.0	-1.4	-0.6	-2.3	-4	11
C/C(=N\NC(=O)Cc1ccccc1)c1ccc(Cl)s1	8	-2	0	0.7	0.6	-1.7	-1.2	-5	-6
Cc1ccc(NC(=O)CSCC(=O)Nc2ccc(N3CCOCC3)c(Cl)c2)cc1	5	-6	-1	0.3	1.5	-3.3	0.7	0	-7
O=C(O)C(NS(=O)(=O)c1ccc(F)cc1)c1ccccc1 (configuration not stated)	5	5	6	0.3	·	-2.1	1.7	2	15
Cc1cc(C)c(C(=O)/C=C/c2ccc(C(C)C)cc2)c(=O)[nH]1	42*	5	-1	4.7	-3.4	-1.6	-1.2	6	3
O=S(=O)(c1ccc(OC(F)(F)F)cc1)N1CCCC(N2CCOCC2)C1 (configuration not stated)	1	-1	1	3.2	-0.2	-2.8	-2.7	-1	-2
Cc1cc(C)n(-c2ccc(C(=O)Nc3ccccc3N3CCOCC3)cc2)n1	3	-10	2	3.8	-0.6	0.2	-5.7	-2	11
CNC(=S)NNC(=O)c1cccn(Cc2cccc(C(F)(F)F)c2)c1=O	15	5	10	0.1	-4.2	·	-1.2	-3	0
O=C(OCCN1CCCCC1)c1ccccc1F	5	-13	0	-2.7	-0.9	-1.8	-0.4	10	8
Cc1ccc(Cc2c(-c3ccc(C)cc3)nc3c(C)cc(Br)cn23)cc1	·	-4	0	0.4	-0.9	-2.2	·	17	19
CCOc1ccc(NC(=O)CSC2=NN3CCCC(=O)N=C3S2)cc1	-2	4	-1	-0.1	-3.0	-0.5	0.9	8	3
CCC(=O)N1CCNC(=O)C1CC(=O)Nc1ccc(C)c(Cl)c1 (configuration not stated)	-6	6	7	-0.1	0.8	3.9	1.6	-1	1
O=C(CN1C(=O)c2ccccc2C1=O)Nc1cccc(O)c1	3	17	2	2.2	-0.6	0.0	-0.8	3	-7
CCC(CC)c1nnc(NC(=O)Oc2ccccc2)s1	9	42*	4	4.0	0.8	-0.6	1.7	0	0
Next section:
SMILES	GDH-TPI counter	BoNT-F LC inh	Mtb FBA inh	BoNT-A LC inh2	BioA inh	FadD28 FP inh	Mtb UGM inh	PrPC surface inh	CCHFV vOTU inh
CCCCCC(=O)NC(=S)Nc1ccccc1C(=O)OC	7	10	-1	0.6	1.7	-2.1	3.1	0	-10
COc1ccc(C2/C(=C(/O)c3ccc(C)cc3)C(=O)C(=O)N2CCCN2CCOCC2)cc1 (configuration not stated)	15	·	1	·	-1.0	0.0	-0.4	1	2
C(=C1c2ccccc2-c2ccccc21)c1ccncc1	15	-2	-1	-0.6	-0.2	-1.7	·	-7	11
COc1ccc(Cl)cc1N(CC(=O)N(C)C)S(=O)(=O)c1ccc(C)c([N+](=O)[O-])c1	-1	-2	-5	-0.2	0.8	-5.0	2.0	-8	2
CCOc1ccc(CN2CCN(Cc3nc4c(s3)CCCC4)CC2CCO)cc1 (configuration not stated)	3	-5	-2	-0.9	·	-1.4	-0.6	-5	7
CCS(=O)(=O)N1CCCC(C(=O)NCc2ccccc2Cl)C1 (configuration not stated)	6	-4	3	0.1	0.2	-1.0	1.8	-1	3
C[C@H](CO)N1C[C@H](C)[C@@H](CN(C)C(=O)Nc2cccc(F)c2)Oc2ncc(Br)cc2C1=O	12	-10	0	-0.1	8.1	-2.1	·	4	-4
C[C@@H]1C[C@H](Nc2ccccc2)c2ccccc2N1C(=O)c1cccnc1	3	3	-3	1.1	0.2	-1.6	0.1	-5	4
Cc1nnc(NC(=O)CSc2nnc(Cc3cccn3C)n2-c2cccc(C(F)(F)F)c2)s1	8	-6	5	-0.3	-1.5	-1.8	-3.6	-6	13
CCOc1ccccc1NC(=S)N1CCN(c2cccc(C)c2C)CC1	-6	?	1	0.2	-1.9	-3.6	1.0	0	13
Nc1ncnc(Nc2ccccn2)c1[N+](=O)[O-]	10	-1	3	0.1	·	-0.9	1.9	-52	5
CCN(CC)C(=O)C1=C(C)N(Cc2ccc(OC)cc2)C(=O)C(CC(=O)NCC2CCCCC2)C1 (configuration not stated)	3	1	-2	-0.4	-0.6	-4.2	·	4	9
COc1ccc(-n2nc(C(=O)NCC(=O)NC(C)C)c3ccccc3c2=O)cc1Cl	0	?	3	-0.4	-0.7	-0.7	-1.9	-8	0
COc1cccc(NC(=O)CS(=O)(=O)c2cn(CC(=O)N3CCOCC3)c3ccccc23)c1	5	·	5	·	·	-0.2	-0.7	-2	6
Cc1nn(Cc2ccc(Cl)c(Cl)c2)c(C)c1NC(=O)c1cc(-c2ccc3c(c2)OCO3)on1	14	9	-2	?	0.7	-5.9	-0.3	8	-8
CN(CC(=O)N(CCO)Cc1ccccc1)S(=O)(=O)c1ccc2c(c1)c(=O)n(C)c(=O)n2C	9	-4	-2	0.6	-1.2	-0.1	-1.2	-4	13
Cc1cc(C)cc(N(C(=O)c2csnn2)C(C(=O)NC2CCCC2)c2cccnc2)c1 (configuration not stated)	-10	15	-1	1.5	0.8	-3.8	0.3	2	-9
CCOC(=O)N1CCC(NC(=O)C2=CCN(S(=O)(=O)c3ccccc3)CC2)CC1	1	-3	0	-1.3	·	-0.4	-0.8	3	5
CCOc1ccc2ncc(C(=O)c3ccc(OC)cc3)c(N3CCN(CC)CC3)c2c1	21	-4	1	-0.3	0.1	-2.0	-0.8	·	·
CCN(C(=O)CSc1nnc(-c2cccc(Cl)c2)n1N)c1c(N)n(Cc2ccccc2)c(=O)[nH]c1=O	5	-7	4	-1.0	-0.6	-2.2	·	7	-2
COc1cc2c(C(=O)O)c(C)n(-c3ccccc3)c2c2ccccc12	6	-4	20	-0.1	-1.4	-9.5	-3.7	1	-48
Cc1cc(C)n(CCC(=O)N2CCCC(Nc3ccc(F)cc3)C2)n1 (configuration not stated)	-2	2	0	1.3	-1.0	-2.9	-5.1	11	-3
COc1ccc(/C=C/C(=O)NC(=S)Nc2ccc(Br)cn2)cc1	12	-14	2	-2.3	-2.3	0.3	-1.5	10	-14
CC(=O)c1cccc(NC(=O)C2Cc3c(-c4cccc(C(N)=O)c4)ccnc3O2)c1 (configuration not stated)	-6	3	2	0.1	7.4	-1.2	·	4	10
COC(=O)C(C)N1CCC(=O)c2ccccc2S1(=O)=O (configuration not stated)	-7	-1	2	0.5	0.2	-0.4	2.4	2	-5
The listing continues:
SMILES	GDH-TPI counter	BoNT-F LC inh	Mtb FBA inh	BoNT-A LC inh2	BioA inh	FadD28 FP inh	Mtb UGM inh	PrPC surface inh	CCHFV vOTU inh
CCN(CC)C(=S)SC1CCCCN(C(=O)c2ccc(F)cc2)C1=O (configuration not stated)	-6	-2	-4	-0.2	·	-4.9	2.6	-2	-2
C=CCN(Cc1cn(C)nc1-c1cccc(Cl)c1)C1CCS(=O)(=O)C1 (configuration not stated)	-3	-7	-2	-1.6	-1.1	-0.6	-2.2	2	-7
COCCSc1ccccc1C(=O)N1CCCC(C)C1 (configuration not stated)	-11	-3	-1	-0.4	·	-1.7	-1.1	4	3
O=C(CSc1nc(=O)n(CCN2CCOCC2)c2c1CCCC2)Nc1cccc([N+](=O)[O-])c1	1	2	-1	-0.3	18	-1.7	4.4	-23	2
COc1ccc(C2=NOC(C(=O)Nc3cc(C)on3)C2)cc1 (configuration not stated)	0	-7	-1	-0.2	1.0	-2.1	0.2	2	-5
Cc1cccc(C(=O)Nc2c(C(=O)N(C)C)cnn2-c2ccccc2)c1	12	24	3	2.3	0.2	-1.0	4.6	16	3
Cc1cc(C)c(S(=O)(=O)Nc2ccccn2)c(C)c1	-6	5	-1	-1.3	-3.0	-3.5	-3.9	4	-9
O=C(NCc1ccc2c(c1)OCO2)c1ccc(NS(=O)(=O)c2ccc3c(c2)OCCO3)cc1	3	8	1	2.3	2.0	-2.4	-0.7	-5	0
CC1(C(=O)NCc2cccc3ccccc23)CCN1Cc1ccc2ccccc2c1 (configuration not stated)	-4	1	1	-0.1	-1.2	-6.1	·	12	4
COc1cc(C2c3c(oc4ccccc4c3=O)C(=O)N2c2ccc(C)cn2)ccc1O (configuration not stated)	5	-8	1	-1.1	-1.6	0.7	-2.2	-7	9
Cc1cccc(C)c1NC(=S)N(Cc1ccccc1)Cc1cccnc1	3	7	7	0.0	·	-1.4	·	7	-1
CNC(=O)C(=O)NCC1OCCN1S(=O)(=O)c1ccc2c(c1)OCCO2 (configuration not stated)	-12	-1	4	-0.4	·	-3.5	4.0	-4	-7
O=C1C=CC(=O)c2c(O)c(CO)c(CO)c(O)c21	9	31	2	-1.1	·	18*	·	-18	78*
CCOc1ccc(NC2CCN(C(C)=O)CC2)cc1	1	-12	2	0.7	-0.1	0.5	0.2	1	4
CCOC(=O)c1ccn(S(=O)(=O)c2ccc(C)cc2)c1-c1ccccc1	·	3	2	0.3	-2.3	-1.2	·	7	9
O=C(CN1CCC(Cc2ccccc2)CC1)NCCc1ccc(F)cc1	5	1	0	0.5	·	-3.3	2.7	3	0
CCOc1ccc(-c2cc(N)n(S(=O)(=O)c3ccc(OC)cc3)n2)cc1	-2	-10	3	-0.2	0.6	-0.2	6.1	1	0
N#CC1(Cc2ccccc2)c2ccccc2C=CN1C(=O)c1ccccc1 (configuration not stated)	8	-2	1	0.4	0.3	-1.8	-1.7	-2	0
Cc1cccc(N2CCN(S(=O)(=O)c3ccc4c(c3)CCN4C(=O)CCC(=O)O)CC2C)c1 (configuration not stated)	0	-3	-3	0.0	-1.8	0.3	0.7	-7	1

Fetched by compound from above, 6 records:
SMILES	GDH-TPI counter	BoNT-F LC inh	Mtb FBA inh	BoNT-A LC inh2	BioA inh	FadD28 FP inh	Mtb UGM inh	PrPC surface inh	CCHFV vOTU inh
CCOC(=O)c1ccn(S(=O)(=O)c2ccc(C)cc2)c1-c1ccccc1	·	3	2	0.3	-2.3	-1.2	·	7	9
CCOc1ccc(NC2CCN(C(C)=O)CC2)cc1	1	-12	2	0.7	-0.1	0.5	0.2	1	4
O=C(CSc1nc(=O)n(CCN2CCOCC2)c2c1CCCC2)Nc1cccc([N+](=O)[O-])c1	1	2	-1	-0.3	18	-1.7	4.4	-23	2
O=C1C=CC(=O)c2c(O)c(CO)c(CO)c(O)c21	9	31	2	-1.1	·	18*	·	-18	78*
Cc1cccc(N2CCN(S(=O)(=O)c3ccc4c(c3)CCN4C(=O)CCC(=O)O)CC2C)c1 (configuration not stated)	0	-3	-3	0.0	-1.8	0.3	0.7	-7	1
CC1(C(=O)NCc2cccc3ccccc23)CCN1Cc1ccc2ccccc2c1 (configuration not stated)	-4	1	1	-0.1	-1.2	-6.1	·	12	4

Screening data: PubChem, several laboratories
